Screening data: PubChem BioAssay, The Scripps Research Institute Molecular Screening Center
OX1R antag-1: antagonists of human orexin 1 receptor (OX1R) | Orexin/Hypocretin receptor type 1 (Homo sapiens), O43613 | OX1R-expressing cells, FRET antagonist read-out | inhibition, % at 6.6 µM | 1.8% of 330,000 active | AID 485270, 2010; in the data active = inhibition mostly above about 38%, no sharp cut-off; inactive = mostly below about 40%;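 note: 0% = agonist challenge alone and 100% = reference antagonist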
Target sequence (O43613 whole entry, looked up): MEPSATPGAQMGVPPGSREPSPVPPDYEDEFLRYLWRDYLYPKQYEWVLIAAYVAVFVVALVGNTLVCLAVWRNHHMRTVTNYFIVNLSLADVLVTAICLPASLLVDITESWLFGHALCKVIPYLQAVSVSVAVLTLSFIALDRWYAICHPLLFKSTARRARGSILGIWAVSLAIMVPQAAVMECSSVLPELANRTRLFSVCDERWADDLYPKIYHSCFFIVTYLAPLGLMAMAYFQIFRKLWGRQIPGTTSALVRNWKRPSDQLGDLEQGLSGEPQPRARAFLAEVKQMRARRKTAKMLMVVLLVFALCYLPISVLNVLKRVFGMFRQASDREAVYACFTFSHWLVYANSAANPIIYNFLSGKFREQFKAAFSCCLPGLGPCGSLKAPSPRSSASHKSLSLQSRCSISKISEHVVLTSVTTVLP
OX1R antag-2: OX1R (HCRTR1) antagonists, primary screen, fluorescence, CHO/OX1R cells, Fluo-8 calcium, orexin A; Orexin/Hypocretin receptor type 1 (Homo sapiens), O43613; Fluo-8 calcium fluorescence; inhibition, % at 5 µM; 0.43% of 330,000 active; AID 434989, 2010;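 active = inhibition above its plate's threshold, mean inhibition of all tested compounds on the plate plus 3 SD, cut at about 37% in these data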;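 note: 0% = orexin A challenge wells and 100% = SB-334867-A antagonist wells; not every result past the cut was called active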
Starred values were filed as active, the others as inactive.

For Cc1ccc(NC(=O)C2CCCO2)cc1[N+](=O)[O-] (stereo unspecified) the results were OX1R antag-1 16 and OX1R antag-2 -3.
Screening COc1ccc2c(C)cc(SCC(=O)Nc3ncc(Cl)cc3Cl)nc2c1 returned OX1R antag-1 9 and OX1R antag-2 -15.
Screening CCCNC(=O)NC(=O)CSc1cccc(C(F)(F)F)c1 returned OX1R antag-1 14 and OX1R antag-2 -10.
For Cc1cccc(OCc2nnc(SCC(=O)NC3CCCC3)n2C)c1 the results were OX1R antag-1 10 and OX1R antag-2 -9.
`Cc1ccc(C(=O)Nc2nc(=O)n(C(=O)C3CC3)s2)cc1` gave OX1R antag-1 5 and OX1R antag-2 9.
For COc1cccc(CNC(=O)c2cccc(NC(=O)C3=C(C)OCCS3)c2)c1 the results were OX1R antag-1 20 and OX1R antag-2 -13.
Cc1cc2cc(CNS(=O)(=O)N(C)C)ccc2[nH]1 was read as OX1R antag-1 14 and OX1R antag-2 -6.
For CCOc1ccc(NC(=O)C[n+]2ccccc2)cc1 the results were OX1R antag-1 2 and OX1R antag-2 -3.
For Cc1cccc(NC(=O)CNC(=O)Cc2ccc(S(=O)(=O)N3CCOCC3)s2)c1C the results were OX1R antag-1 7 and OX1R antag-2 -1.
Screening COc1ccc(NC(=O)/C(=C/c2ccc3c(c2)OCO3)NC(C)=O)cc1 returned OX1R antag-1 23 and OX1R antag-2 -6.
For N#CCCn1cc(C=O)c(-c2cccs2)n1 the results were OX1R antag-1 4 and OX1R antag-2 -5.
Nc1cc(C(F)(F)F)ccc1OCC1CCCO1 (stereo unspecified) was read as OX1R antag-1 23 and OX1R antag-2 13.
Screening COc1ccc(/C=C/C(=O)OCC(=O)NC2CC2)c(OC)c1 returned OX1R antag-1 7 and OX1R antag-2 -10.
For O=C(Nc1nnc(Cc2ccccc2F)s1)Nc1ccccc1F the results were OX1R antag-1 -3 and OX1R antag-2 -17.
COc1cc(C2CC(=O)N(CC(=O)NCc3ccco3)c3ccccc3S2)cc(OC)c1OC (stereo unspecified) was read as OX1R antag-1 26 and OX1R antag-2 -7.
O=C(COC(=O)c1cncc(Br)c1)NC1CC1 was read as OX1R antag-1 5 and OX1R antag-2 4.
Screening CCOC(=O)Cc1csc(NC(=O)CSc2nc3sc(C(=O)O)c(C)c3c(=O)[nH]2)n1 returned OX1R antag-1 5 and OX1R antag-2 -12.
`O=C(Cc1ccccc1F)Nc1ccc(Cl)nc1` gave OX1R antag-1 15 and OX1R antag-2 -12.
`CCN1C(=NCc2ccco2)N[C@@H](c2cccc(F)c2)C(C(=O)OC)=C1C` gave OX1R antag-1 10 and OX1R antag-2 -32.
For O=C1NC(c2cccc(Cl)c2)Nc2ccccc21 (stereo unspecified) the results were OX1R antag-1 3 and OX1R antag-2 -10.
`C/C(=N\NC(=O)COc1ccccc1)c1cccs1` gave OX1R antag-1 4 and OX1R antag-2 -12.
Screening CCOc1ncccc1C(=O)Nc1cccc(Cl)c1Cl returned OX1R antag-1 12 and OX1R antag-2 -14.
COCCCNC(=O)CNC(=S)N(Cc1cc(OC)c(OC)c(OC)c1)C1CCCC1 was read as OX1R antag-1 29 and OX1R antag-2 -6.
Screening Cc1ccc(-c2nc(C3CCN(S(=O)(=O)c4ccc(C(F)(F)F)cc4)CC3)no2)cc1 returned OX1R antag-1 20 and OX1R antag-2 9.
For Cc1[nH]c2ccc(Br)cc2c(=S)c1C/C=C/Cl the results were OX1R antag-1 0 and OX1R antag-2 -22.
`O=C1CSc2ccccc2N1Cc1ccccc1F` gave OX1R antag-1 4 and OX1R antag-2 1.
For CC1NC(C)(C)Cc2c1ccc1ccccc21 (stereo unspecified) the results were OX1R antag-1 8 and OX1R antag-2 -16.
For OCCNCc1ccc(OC2CCCC2)cc1 the results were OX1R antag-1 3 and OX1R antag-2 -11.
For CCC1CN(S(=O)(=O)c2ccc3c(c2)NC(=O)CC(=O)N3)c2cc(Cl)ccc2O1 (stereo unspecified) the results were OX1R antag-1 12 and OX1R antag-2 9.
Cc1ccc(CNc2nc(N)c([N+](=O)[O-])c(Nc3cccc(F)c3)n2)cc1 was read as OX1R antag-1 8 and OX1R antag-2 -18.

Entries shown so far with a CF3 group:
Screening CCCNC(=O)NC(=O)CSc1cccc(C(F)(F)F)c1 returned OX1R antag-1 14 and OX1R antag-2 -10.
Nc1cc(C(F)(F)F)ccc1OCC1CCCO1 (stereo unspecified) was read as OX1R antag-1 23 and OX1R antag-2 13.
Screening Cc1ccc(-c2nc(C3CCN(S(=O)(=O)c4ccc(C(F)(F)F)cc4)CC3)no2)cc1 returned OX1R antag-1 20 and OX1R antag-2 9.

Next part:
`COc1ccccc1C(C)NC(=O)CN(C)CC(=O)Nc1c(C)cccc1C` (stereo unspecified) gave OX1R antag-1 5 and OX1R antag-2 -13.
For CCN(CC)S(=O)(=O)c1cc(NC(=O)C2CSC3(C)CCC(=O)N23)ccc1C (stereo unspecified) the results were OX1R antag-1 1 and OX1R antag-2 -30.
`CCCn1c(CNc2ccccc2O)nc2ccccc21` gave OX1R antag-1 14 and OX1R antag-2 -20.
CCOC(=O)c1c(C)[nH]c(C)c1C(=O)COC(=O)/C=C/c1ccco1 was read as OX1R antag-1 8 and OX1R antag-2 -1.
For CC1(C)CC(=O)C/C(=N\NC(=O)C2C3CCCCC32)C1 (stereo unspecified) the results were OX1R antag-1 -3 and OX1R antag-2 -2.
For S=C(NC1CCCC1)NN1CCOCC1 the results were OX1R antag-1 12 and OX1R antag-2 -4.
Cc1nn(C/C(C#N)=N\O)c(C)[n+]1N was read as OX1R antag-1 13 and OX1R antag-2 15.
`COc1ccc(CC(=O)Nc2ccc(C(=O)NC(C)(C)C)cc2)cc1OC` gave OX1R antag-1 22 and OX1R antag-2 -3.
CN1C=CC2=C(C#N)C(N)C(C#N)(C#N)[C@H](c3ccccc3)[C@H]2C1 (stereo partly specified) was read as OX1R antag-1 18 and OX1R antag-2 -11.
`O=C(Cc1nnc(NC(=O)Nc2ccc(F)cc2)s1)NCc1ccccc1` gave OX1R antag-1 7 and OX1R antag-2 14.
Screening Cn1c(=O)c(=O)n(C)c2cc(S(=O)(=O)N3CCN(c4cccc(C(F)(F)F)c4)CC3)ccc21 returned OX1R antag-1 11 and OX1R antag-2 -4.
`CCN(CC)S(=O)(=O)c1ccc(NC(=O)CO/N=C(\N)c2ccccc2)cc1` gave OX1R antag-1 3 and OX1R antag-2 -10.
Screening COC(=O)c1ccc(C(=O)Nc2nnc(-c3cccnc3)o2)cc1 returned OX1R antag-1 4 and OX1R antag-2 -8.
`CCc1ccc(CN(C)CC(=O)Nc2ccc3c(c2)CCC3)cc1` gave OX1R antag-1 13 and OX1R antag-2 -46.
Screening COC(=O)c1ccccc1NC(=S)N1CCOCC1 returned OX1R antag-1 4 and OX1R antag-2 1.
`Cc1cc(C)cc(N(C(=O)c2sc(C)nc2C)C(C(=O)NCc2ccco2)c2ccccc2)c1` (stereo unspecified) gave OX1R antag-1 3 and OX1R antag-2 -3.
`Cc1ccccc1OCC(=O)NNC(=O)Nc1ccc(Cl)cc1` gave OX1R antag-1 31 and OX1R antag-2 -13.
For O=C(Nc1ccc(Cl)cc1)[C@@H]1[C@@H]2C(=O)N(c3ccc(Cl)cc3)C(=O)[C@@H]2[C@H]2C=CC=NN21 the results were OX1R antag-1 21 and OX1R antag-2 -66.
For COC(=O)CSc1nnc(CNc2ccc(OC)cc2)n1C the results were OX1R antag-1 9 and OX1R antag-2 -10.
For CC(C)(c1ccccc1)c1ccc(OCCCNCCO)cc1 the results were OX1R antag-1 3 and OX1R antag-2 6.

The closing 3 compounds of the part before open the next one:
For O=C(Nc1ccc(Cl)cc1)[C@@H]1[C@@H]2C(=O)N(c3ccc(Cl)cc3)C(=O)[C@@H]2[C@H]2C=CC=NN21 the results were OX1R antag-1 21 and OX1R antag-2 -66.
For COC(=O)CSc1nnc(CNc2ccc(OC)cc2)n1C the results were OX1R antag-1 9 and OX1R antag-2 -10.
For CC(C)(c1ccccc1)c1ccc(OCCCNCCO)cc1 the results were OX1R antag-1 3 and OX1R antag-2 6.
`Cc1ccc(C(=O)C[n+]2ccc3ccccc3c2)cc1` gave OX1R antag-1 35 and OX1R antag-2 -20.
For Fc1cc2[nH]c(=S)[nH]c2c(Br)c1N1CCSCC1 the results were OX1R antag-1 -4 and OX1R antag-2 -6.
O=C(/C=C/Nc1ccccc1C(=O)O)c1cccs1 was read as OX1R antag-1 12 and OX1R antag-2 -7.
CC(=O)NC(=O)COC(=O)c1ccc2ncsc2c1 was read as OX1R antag-1 4 and OX1R antag-2 -16.
Screening Cc1ccc(-c2cc(C(=O)NC3CCN(Cc4ccccc4)CC3)c3ccccc3n2)cc1 returned OX1R antag-1 16 and OX1R antag-2 -24.
CCCn1c(CN2CCN(C(=O)OCC)CC2)nc2c1c(=O)n(C)c(=O)n2C was read as OX1R antag-1 7 and OX1R antag-2 -10.
Screening CC(=O)Nc1ccc(NC(=O)CC2CCCC2)cc1 returned OX1R antag-1 4 and OX1R antag-2 5.
`CCCCCCNC(=O)c1cn(CC)c2cc(N3CCN(C)CC3)c(F)cc2c1=O` gave OX1R antag-1 14 and OX1R antag-2 -18.
`CCn1cc(C(=O)OCC(=O)Nc2cccc(Cl)c2Cl)c(=O)c2ccc(C)nc21` gave OX1R antag-1 20 and OX1R antag-2 9.
O=C(CCC1COc2ccccc2O1)NCc1ccco1 (stereo unspecified) was read as OX1R antag-1 5 and OX1R antag-2 -5.
Screening CCOc1ccccc1CNC(=O)c1nn(CC)cc1[N+](=O)[O-] returned OX1R antag-1 18 and OX1R antag-2 10.
For CCOc1ccc(C(=O)NCCNC(=O)c2ccc(OCC)cc2)cc1 the results were OX1R antag-1 10 and OX1R antag-2 -5.
Screening Cc1ccccc1-n1c(SCC(N)=O)nc2sc(-c3ccccc3)cc2c1=O returned OX1R antag-1 39 and OX1R antag-2 -25.
For CCNC(=O)NC(=O)C(C)Sc1nc2ccccc2n1CC(C)C (stereo unspecified) the results were OX1R antag-1 23 and OX1R antag-2 -37.
For O=C1c2ccccc2C(=O)N1/N=C/c1ccc(Oc2ccc([N+](=O)[O-])cn2)cc1 the results were OX1R antag-1 17 and OX1R antag-2 -9.
CC(C(=O)NCc1cccnc1)c1ccc([N+](=O)[O-])cc1 (stereo unspecified) was read as OX1R antag-1 23 and OX1R antag-2 -3.
`Fc1ccccc1CSc1nnnn1-c1ccc2c(c1)OCO2` gave OX1R antag-1 -4 and OX1R antag-2 4.
Screening CC(C)C(=O)Nc1ccc(-c2csc(-c3ccccc3)n2)cc1 returned OX1R antag-1 18 and OX1R antag-2 13.
For CC1=C(C#N)C(NC(=O)c2ccc(C)cc2)(C(F)(F)F)C(=O)N1 (stereo unspecified) the results were OX1R antag-1 5 and OX1R antag-2 -9.
Screening COc1ccc(CCNC(=O)c2cc3c(=O)n4ccccc4nc3n(C3CCCCC3)c2=N)cc1 returned OX1R antag-1 24 and OX1R antag-2 -17.
For Nc1nc(SCC(=O)Nc2ccc(S(N)(=O)=O)cc2)n[nH]1 the results were OX1R antag-1 30 and OX1R antag-2 5.
For Cc1cc(C)c(C)c(C(=O)CSc2nnc(-c3ccc4[nH]c(C)c(C)c4c3)o2)c1C the results were OX1R antag-1 13 and OX1R antag-2 -23.
`O=C(Cn1ncc(N2CCCC2)c(Br)c1=O)c1ccc(Cl)cc1` gave OX1R antag-1 13 and OX1R antag-2 -24.
`COc1ccc(CCN(C(=O)C(F)(F)F)C(C(=O)NC2CCCC2)c2cccs2)cc1OC` (stereo unspecified) gave OX1R antag-1 45 and OX1R antag-2 -49.
Cc1cc(NS(=O)(=O)c2ccc(NC(=O)C(C)Oc3ccccc3Cl)cc2)no1 (stereo unspecified) was read as OX1R antag-1 18 and OX1R antag-2 -4.
O=C(O)CCC(=O)Nc1ccccc1C(=O)NCc1ccccc1 was read as OX1R antag-1 5 and OX1R antag-2 -4.
`COc1cccc(NC(=O)COc2ccc(S(=O)(=O)NC(C)C)cc2)c1` gave OX1R antag-1 28 and OX1R antag-2 5.
`COc1ccc(-c2nn(CCC(=O)O)cc2CCC(=O)O)cc1` gave OX1R antag-1 15 and OX1R antag-2 -15.
For COc1ccc(CCNC(=O)CSC(=O)c2ccccc2)cc1OC the results were OX1R antag-1 4 and OX1R antag-2 -13.
Cc1cc(/C=C2\SC(=S)NC2=O)c(C)n1-c1ccc(O)cc1 was read as OX1R antag-1 3 and OX1R antag-2 7.

A stretch of the results above, as a working copy:
For Cc1cc(C)c(C)c(C(=O)CSc2nnc(-c3ccc4[nH]c(C)c(C)c4c3)o2)c1C the results were OX1R antag-1 13 and OX1R antag-2 -23.
`O=C(Cn1ncc(N2CCCC2)c(Br)c1=O)c1ccc(Cl)cc1` gave OX1R antag-1 13 and OX1R antag-2 -24.
`COc1ccc(CCN(C(=O)C(F)(F)F)C(C(=O)NC2CCCC2)c2cccs2)cc1OC` (stereo unspecified) gave OX1R antag-1 45 and OX1R antag-2 -49.

Next compounds.
CCN(CC)CCNC(=O)C1(O)c2cc(Br)ccc2NC(=O)N1c1cccc(OC)c1 (stereo unspecified) was read as OX1R antag-1 -2 and OX1R antag-2 -13.
`O=C(CN1CCN(c2ccc(O)cc2)CC1)Nc1cc(S(=O)(=O)N2CCOCC2)ccc1Cl` gave OX1R antag-1 7 and OX1R antag-2 -25.
`CCOC(=O)c1cc(-c2ccc(/C=C3/C(=O)N(c4ccc(C(=O)O)cc4)N=C3C)o2)ccc1Cl` gave OX1R antag-1 14 and OX1R antag-2 -4.
Screening c1ccc2c(c1)OCC(c1csc3ncnc(N4CCCC4)c13)O2 (stereo unspecified) returned OX1R antag-1 54 and OX1R antag-2 12.
Cc1noc(C)c1NC(=O)Nc1ccc2c(c1)CC(=O)N([C@H](C)CO)C[C@@H](C)[C@H](CN(C)CC1CCCCC1)O2 was read as OX1R antag-1 3 and OX1R antag-2 -14.
CC1(C)SC(=S)N(/N=C/c2cccnc2)C1N(O)C(=O)NC1CCCCC1 (stereo unspecified) was read as OX1R antag-1 8 and OX1R antag-2 -25.

Rows are unselected (roughly 2% active in at least one column).
